SIRT5 inh: inhibitors of human sirtuin-5 desuccinylase; AID 652115; inhibition, % at 15 µM; 330,000 tested, 1.1% active; Purified SirT5, succinyl-peptide AMC, trypsin-coupled fluorescence; in the data active = inhibition above about 15%; inconclusive = no clear call, values can overlap the other calls
Target sequence (Q9NXA8 whole entry, looked up): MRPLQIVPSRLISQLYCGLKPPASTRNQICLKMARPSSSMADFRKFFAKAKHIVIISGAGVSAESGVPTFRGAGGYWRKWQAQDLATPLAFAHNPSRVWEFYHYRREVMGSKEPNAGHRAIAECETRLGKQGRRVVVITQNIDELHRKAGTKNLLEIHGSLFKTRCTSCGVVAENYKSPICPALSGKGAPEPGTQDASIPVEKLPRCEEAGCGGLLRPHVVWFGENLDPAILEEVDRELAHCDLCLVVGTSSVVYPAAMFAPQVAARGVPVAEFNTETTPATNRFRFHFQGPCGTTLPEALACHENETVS
CASP6 VEID inh: caspase-6 (human) enzyme inhibition; P55212; purified caspase-6, Z-VEID-R110 cleavage fluorescence; inhibition, % at 12.5 µM; 350,000 tested, 0.53% active; AID 686996;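 active = mean inhibition across replicates at least about 35%, with every replicate also reaching that limit, limit read from the data; inconclusive = only one of the two criteria met; inactive = neither criterion met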;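 note: 0% = median of neutral control wells and 100% = no fluorescence left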
Target sequence (P55212 24-179 limits assumed): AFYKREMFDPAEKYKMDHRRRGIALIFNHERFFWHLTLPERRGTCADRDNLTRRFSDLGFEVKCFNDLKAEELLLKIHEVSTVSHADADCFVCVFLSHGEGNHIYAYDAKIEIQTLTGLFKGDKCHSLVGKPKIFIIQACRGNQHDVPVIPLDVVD
Target sequence (P55212 194-293 limits assumed): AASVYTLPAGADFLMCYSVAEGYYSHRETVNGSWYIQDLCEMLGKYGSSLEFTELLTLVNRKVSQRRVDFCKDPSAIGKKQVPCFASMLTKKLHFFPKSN
DENV2 CPE rescue: inhibitors of DENV2 cytopathic effect; CPE inhibition, % at 9.99 µM; 350,000 tested, 1.7% active; DENV2-infected cells, cytopathic effect rescue, plate reader; in the data active = CPE inhibition above about 20%, passing the limit was not always enough; inconclusive = no clear call, values can overlap the other calls; tested in BHK-21 cells;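 note: 0% = median of neutral control wells and 100% = median of positive control wells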
ARNT-TACC3 inh: disruptors of human ARNT/TACC3 interaction. Q9Y6A5. AlphaScreen His-ARNT PAS-B/GST-TACC3 binding, luminescence; TACC3 fragment carries E629A point mutation. inhibition, % at 9.99 µM. 390,000 tested, 0.66% active. AID 623870;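 active = mean inhibition of replicates at least 50% and at least half of replicates each reaching 50%; inconclusive = half or more replicates reach 50% but mean below 50%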;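 note: 0% = complete ARNT plus TACC3 wells and 100% = ARNT alone without TACC3; many hits fall short of the cut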
EWS-Fli block: blocks EWS/Fli oncoprotein-driven transcription; A673 NR0B1-luciferase reporter, viability-normalised; AID 651661; 350,000 tested, 0.67% active; inhibition, % at 12.6 µM;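 active = mean inhibition of at least 50% after viability correction, with every replicate also passing that limit; inconclusive = mean reaches 50% but only one of two replicates passes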;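 note: firefly luciferase signal divided by Alamar Blue viability fluorescence both relative to DMSO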
PAX8 inh HTS: lowers PAX8-driven luciferase in RMG-I cells. RMG-I TPO-luciferase reporter, SteadyGlo, 24 h. inhibition, % at 12.6 µM. 360,000 tested, 1.2% active;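 active = mean replicate inhibition at least 60% with every replicate also reaching 60%; inconclusive = only one of the two criteria is met; inactive = mean below 60% and not all replicates reaching 60%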;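 note: luciferase light reporting Pax8 driven TPO promoter activity; plate controls were median of neutral control wells for no effect and mitoxantrone controls for full effect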
LGR2 antag: Drosophila LGR2 receptor signaling inhibition. 380,000 tested, 0.35% active. HEK293 LGR2, CRE-luciferase, bursicon-stimulated, 4 h. inhibition, % at 9.99 µM;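 active = drop in luminescence signal, shown as inhibition above about 50% in the replicate tests, limit read from the data, passing the limit was not always enough; inconclusive = probably only some replicates passing the limit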;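 note: agonist challenge used bursicon conditioned medium at about half maximal strength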
* marks the source's active call; other numbers are inactive results; ? = inconclusive; nt = no result given.

SMILES	SIRT5 inh	CASP6 VEID inh	DENV2 CPE rescue	ARNT-TACC3 inh	EWS-Fli block	PAX8 inh HTS	LGR2 antag
CN1CCN(C(=O)C[C@H]2CC[C@@H]3[C@H](COC[C@@H](O)CN3C(=O)Nc3ccc(F)cc3)O2)CC1	0	0	1	-2	-12	-30	6
C[C@@H]1CN([C@@H](C)CO)C(=O)c2cccc(NS(=O)(=O)c3ccc(F)cc3)c2O[C@@H]1CN(C)S(=O)(=O)c1cn(C)cn1	-2	-3	-9	6	-3	2	1
CCCNC(=O)COC(=O)/C=C/c1cccc(F)c1	3	-1	1	6	7	-7	4
C=CCNC1=C(Cl)C(=O)c2ccccc2C1=O	nt	nt	nt	4	9	14	-11
Cc1cc(=O)oc2c3c(cc(OCC(=O)NCc4ccncc4)c12)OC(C)(C)CC3	nt	0	-6	0	14	nt	-2
COc1ccc(S(=O)(=O)N(C)C[C@@H]2OCc3ccccc3-c3ccccc3C(=O)N([C@@H](C)CO)C[C@@H]2C)cc1	-3	0	8	-1	0	nt	22
CN(C)CCCN(C(=O)C1COc2ccccc2O1)c1nc2ccc(F)cc2s1 (centres undefined)	-7	-6	4	-6	-2	0	-7
COc1ccccc1C(=O)Nc1ccnn1C1CCN(C(=O)c2cnsn2)CC1	0	3	?	1	nt	-37	-1
CCCN(C)C[C@H]1OCCCC[C@@H](C)Oc2ccc(NC(=O)Nc3ccc4c(c3)OCO4)cc2C(=O)N([C@H](C)CO)C[C@@H]1C	2	0	15	15	-9	7	-13
COCC(=O)N1CC2(C1)[C@@H](c1ccc(-c3ccccc3)cc1)[C@H](CO)N2C(=O)COC	6	0	12	nt	-1	nt	0
COC(=O)C(C)Oc1ccc2cc(-c3ccccc3)c(=O)oc2c1 (centres undefined)	-7	-9	?	-2	nt	3	-13
COCCN(C(=O)c1csnn1)C(C(=O)NC1CCCCC1)c1ccc(C)cc1 (centres undefined)	-2	1	0	1	0	-10	11
Cc1onc(-c2ccccc2)c1C(=O)NCCc1c[nH]c2ccccc12	-9	2	nt	1	nt	-1	15
Cc1cc(Cl)nc(-c2ccccc2)n1	-1	24	-2	-8	10	7	-12
C[C@H](O)C#Cc1ccc2c(c1)O[C@H](CN(C)Cc1ccc(-c3ccccc3)cc1)[C@@H](C)CN([C@H](C)CO)S2(=O)=O	28*	-1	-1	-3	49	80*	1
Cc1c(N(C(=O)CNC(=O)c2ccccc2)C2(C(=O)NC3CCCC3)CCCCC2)c(=O)n(-c2ccccc2)n1C	-4	2	3	-5	-1	11	-5
O=C(NC1CCCC1)C1CCCN(C(=O)Nc2ccccc2)C1 (centres undefined)	-3	2	0	-2	-5	-19	4
Cc1cc(NC(=O)CSc2nc3c(c(=O)n2Cc2ccccc2)SC(C)C3)no1 (centres undefined)	3	1	-11	0	-4	-13	-44
C[C@@H]1CCCCO[C@@H](CN(C)S(=O)(=O)c2cn(C)cn2)[C@H](C)CN([C@@H](C)CO)C(=O)c2cc(NS(C)(=O)=O)ccc2O1	-3	2	-1	1	-1	nt	-12
O=C(CSc1nncn1-c1ccccc1)c1c[nH]c2ccccc12	0	-3	20	1	1	31	-4

Single records, as listed above. Order of values: SIRT5 inh, CASP6 VEID inh, DENV2 CPE rescue, ARNT-TACC3 inh, EWS-Fli block, PAX8 inh HTS, LGR2 antag
Cc1cc(NC(=O)CSc2nc3c(c(=O)n2Cc2ccccc2)SC(C)C3)no1 (centres undefined) is entered as 3, 1, -11, 0, -4, -13, -44
C[C@H](O)C#Cc1ccc2c(c1)O[C@H](CN(C)Cc1ccc(-c3ccccc3)cc1)[C@@H](C)CN([C@H](C)CO)S2(=O)=O is entered as 28*, -1, -1, -3, 49, 80*, 1
Cc1c(N(C(=O)CNC(=O)c2ccccc2)C2(C(=O)NC3CCCC3)CCCCC2)c(=O)n(-c2ccccc2)n1C is entered as -4, 2, 3, -5, -1, 11, -5

(more compounds)
SMILES	SIRT5 inh	CASP6 VEID inh	DENV2 CPE rescue	ARNT-TACC3 inh	EWS-Fli block	PAX8 inh HTS	LGR2 antag
C[C@H]1CN([C@@H](C)CO)C(=O)c2cc(NS(=O)(=O)c3cn(C)cn3)ccc2O[C@@H]1CN(C)C(=O)Nc1cccc2ccccc12	4	6	2	0	4	nt	6
C[C@H]1[C@@H](c2ccccc2)Oc2ccc(Cl)cc2S(=O)(=O)N1Cc1ccc(Cl)cc1	-4	3	-3	nt	-2	23	-22
CCOc1ncccc1C(=O)Nc1c(C)n(C)n(-c2ccccc2)c1=O	-5	1	1	-4	-3	-4	-9
Cc1nn(Cc2nnc(SCC(=O)Nc3cccc(C(F)(F)F)c3)n2C)c(C)c1[N+](=O)[O-]	-2	1	-9	-5	13	31	0
C[C@@H]1CN([C@@H](C)CO)C(=O)c2c(c3ccccc3n2C)-c2ccccc2CO[C@H]1CN(C)C(=O)Cc1ccccc1	-1	1	-4	1	-7	3	19
Cc1ccc(CNC(=O)COC(=O)c2ccc(Br)o2)cc1	-5	-2	10	3	-10	-5	-5
OCCN(CCO)CC(O)COc1ccc(C23CC4CC(CC(C4)C2)C3)cc1 (centres undefined)	nt	nt	nt	4	nt	43	-7
Cc1nc(N)sc1C(=O)NN	0	1	-1	40	-11	-2	6
CCOc1ccc(NS(=O)(=O)c2cc(C(=O)NCCN3CCOCC3)ccc2C)cc1	nt	-2	19	-3	-13	-11	6
CN(CC(=O)Nc1ccccc1Br)C(=O)CNC(=O)c1cccs1	-4	-1	-6	-5	0	10	9
CC(C)CCn1c(=O)c2ccccc2n2c(=S)[nH]nc12	-1	2	3	nt	-1	2	13
CCCN1CCC(=O)N(CCSc2ccc(OC)cc2)CC1	-1	-7	-3	-10	43	23	5
CNCCCOc1cc(C)cc(C)c1C	nt	-4	-2	-8	9	-8	16
C=CCc1ccccc1OCC(O)CN1C(=O)c2ccccc2C1=O (centres undefined)	-1	-4	2	-1	-8	-9	-16
CCOc1cccc(C(=O)Nc2cccc(C(=O)NC(C)(C)C)c2)c1	nt	nt	nt	-5	nt	-13	-14
CCO[C@@H]1OC(C(=O)O)=C[C@H](c2coc3ccccc3c2=O)[C@H]1CCCO	8	1	-9	nt	-2	5	-14
CCC(CC)C(=O)N1CCN(c2ccccc2)CC1	1	0	10	-13	-3	13	31
COc1ccccc1-c1cc(NC=O)c2ncc(-c3ccc(F)cc3)n2c1	-3	-2	-9	nt	8	20	-6
Cc1cccc(NC(=O)CSc2nnc(-c3ccncc3)n2CC2CCCO2)c1 (centres undefined)	-2	0	-4	-1	41	10	-1
COc1ccc(NC(=O)CSCC(=O)Nc2nnc(C)s2)cc1	-2	6	3	0	9	-3	-9
NS(=O)(=O)c1cccc(NC(=O)c2cc(=O)c3ccccc3o2)c1	-2	-1	?	-4	-15	-8	0
C[C@@H]1CCCCO[C@@H](CN(C)C(=O)c2ccccc2)[C@H](C)CN([C@@H](C)CO)C(=O)c2cc(NS(=O)(=O)c3ccc(F)cc3)ccc2O1	2	1	-4	-1	4	-3	4
CCN(c1ccccc1)S(=O)(=O)c1ccc(OC)c(NC(=O)CNC)c1	0	1	3	-1	-9	1	11
CCOc1ccccc1NC(=O)CCS(=O)(=O)c1ccc2c(c1)CCN2C(C)=O	-3	3	5	-2	-6	-3	-11
CC(C)CC#Cc1ccc2c(c1)O[C@@H](CN(C)C)[C@@H](C)CN([C@@H](C)CO)S2(=O)=O	6	-2	27*	-20	3	nt	5
COc1cccc(/C=C/C(=O)OCC(=O)NCCCc2ccccc2)c1OC	-1	-5	1	-3	10	1	4
CCCCn1nnc(NC(=S)NC(=O)c2ccc(OCC)c([N+](=O)[O-])c2)n1	-7	7	-3	-5	nt	14	-1
CCCc1nc2c(s1)CCc1onc(-c3cccc([N+](=O)[O-])c3)c1-2	-10	-1	-12	-1	-11	-2	-1
N#C[C@H]1[C@@H](c2ccccc2)[C@@H](CO)N1C(=O)Cc1ccccc1	4	-9	-2	3	-42	10	-22
CCCCCCCNc1cccc(C)c1	0	-1	0	14	3	9	5
O=C1CN(C(=O)c2ccc(F)cc2)c2ccccc2N1	-8	0	1	-32	nt	-7	2
Cc1noc(C)c1NC(=O)Nc1ccc2c(c1)C(=O)N([C@@H](C)CO)C[C@@H](C)[C@H](CN(C)S(C)(=O)=O)O2	-6	-1	15	0	-12	nt	-8
C[C@H](CO)N1C[C@H](C)[C@@H](CN(C)C(=O)NC2CCCCC2)Oc2ccc(NC(=O)Cn3cnnn3)cc2CC1=O	-1	-1	-1	-2	-14	8	-5
C[C@@H]1CCCCO[C@H](CN(C)C(=O)NC2CCCCC2)[C@H](C)CN([C@H](C)CO)C(=O)c2cc(NS(=O)(=O)c3cccs3)ccc2O1	-1	0	-1	-5	3	12	-2
COCCN(CC(=O)Nc1cccc(C)c1C)C(=O)c1oc2c(Cl)cccc2c1C	-5	0	-3	4	4	25	0
CC1CCCCC1NC(=S)Nc1cccc(S(=O)(=O)N(C)C)c1 (centres undefined)	nt	3	7	7	4	6	2
CC1CCC(NC(=O)Cn2c(=O)oc3cc(S(=O)(=O)N4CCCC4)ccc32)CC1 (centres undefined)	-5	-3	3	-12	2	20	-16
Cc1cccc(S(=O)(=O)NC(=O)C2(C)CCN2C(=O)CC2CCCCC2)c1 (centres undefined)	nt	3	-1	nt	-8	-10	13
CCOc1ccc(-n2c(SCC(=O)Nc3nccs3)nc3c(c2=O)SCC3)cc1	-5	0	-5	-1	19	-5	nt
CC(C)(C)c1ccc(OCc2ccc(C(=O)N/N=C/c3ccc(O)c(O)c3)cc2)cc1	-4	6	-6	-2	25	-7	1
CCNC(=O)[C@H]1[C@H](CO)[C@H]2Cn3c(ccc(-c4ccc(F)cc4)c3=O)[C@@H]1N2C(=O)C1CC1	-19	1	5	17	-10	-9	-2
O=C(COC(=O)c1ccccc1-n1cnnn1)c1ccc(F)cc1	-5	2	?	-1	-65	-62	-37
C[C@@H]1NC(=O)/C(=C\c2ccccc2Br)NC1=O	-3	-1	3	-4	0	22	-8
COc1ccccc1N1CCN(Cc2nc(-c3ccc(F)cc3)oc2C)CC1	-2	-4	2	9	23	14	4
Cc1ccc(NC(=O)Cn2cnc3c(NCc4ccccc4)ncnc32)cc1C	8	0	2	-2	-4	0	15
CN1[C@@H]2c3ccc(-c4ccccc4)c(=O)n3C[C@@H]2[C@@H](CO)[C@@H]1C(=O)NC1Cc2ccccc2C1	1	1	2	-1	1	28	15
O=c1c2ccccc2oc2cc(Br)ccc12	nt	2	-4	1	-53	-27	-63
COc1ccc2c3c(n(C)c2c1)[C@@H](CO)N(C(=O)NC1CCCCC1)CC31CN(C)C1	2	-4	32*	nt	-4	-8	-9
CC(C)c1cc(C(=O)Nc2cccnc2)no1	0	3	3	4	-36	nt	nt
Cc1ccc([N+](=O)[O-])c(NC2OC(CO)C(O)C2O)c1 (centres undefined)	-4	-2	-7	26	-1	-12	13
(further entries)
SMILES	SIRT5 inh	CASP6 VEID inh	DENV2 CPE rescue	ARNT-TACC3 inh	EWS-Fli block	PAX8 inh HTS	LGR2 antag
COc1cccc(C(=O)n2cnnc2N)c1OC	-4	1	5	1	4	nt	nt
CCCNC(=O)N1C[C@H](O)COC[C@H]2O[C@H](CC(=O)O)CC[C@@H]21	nt	nt	-1	7	3	0	11
CC=Cc1ccc2n(c1=O)C[C@H]1[C@H](CO)[C@@H](C(=O)NCc3ccccn3)[C@@H]2N1CC1CC1 (mixture of isomers)	3	-1	4	16	8	-4	-5
O=C(COC(=O)/C=C/c1ccc2c(c1)OCO2)NC1CC1	-3	-1	4	12	9	4	2
CN=C(Nc1cc(C)nn1-c1ccccc1)c1ccc(F)cc1	4	-3	2	-2	6	nt	2
Cc1ccc(CCNC(=O)C2CCC(=O)N2CCc2ccccc2)cc1 (centres undefined)	-4	0	0	-9	-2	3	-3
Cc1ccc(S(=O)(=O)Nc2cccc3c2O[C@@H](CN(C)Cc2ccc4c(c2)OCO4)[C@@H](C)CN([C@H](C)CO)C3=O)cc1	15*	3	4	-10	4	-16	4
C=CCOc1ccc(/C=C2\SC(=Nc3cccnc3)NC2=O)cc1	1	-2	-5	2	5	-32	-35
O=C(O)c1cccc(NC(=O)c2ccc3c(c2)C(=O)N(c2ccccc2)C3=O)c1	2	0	-1	-21	5	-18	-6

Source: PubChem BioAssay
